From PubChem BioAssay
Xi reactivation = activators of inactive X chromosome reactivation, primary screen, imaging, XiGFP fibroblasts, GFP high-content imaging, set 2; XiGFP mouse fibroblasts, % GFP-positive cells imaging, 3 d; cells co-treated with 5-aza-dC sensitizer; scaled so ellipticine positive control = 100%; activation, % at 7.58 µM; hit rate 0.055% among 360,000; AID 743238, 2013;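 active = mean normalized replicate activation at least 10% and every replicate at or above 10%; inconclusive = only one of the two criteria met; inactive = mean below 10% and not all replicates reach 10%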;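 note: 0% = median of on-plate neutral control wells and 100% = ellipticine 6 µM median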
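Material: SV40-immortalized XiGFP fibroblast cells, line 68-5-11 | Buffer or medium: DMEM containing 5-aza-dC | Dosing: One concentration, pinned | Times: 3 d treatment, 15 min room-temperature fixation | Controls: Ellipticine 6 µM positive control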
EWS-Fli block = EWS/Fli-driven NR0B1 reporter inhibitors, primary screen, A673 cells, NR0B1 luciferase, luminescence, MLPCN library; inhibition, % at 12.6 µM; hit rate 0.67% among 350,000; viability-normalised;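 active = mean inhibition of at least 50% after viability correction, with every replicate also passing that limit; inconclusive = mean reaches 50% but only one of two replicates passes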;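 note: firefly luciferase signal divided by Alamar Blue viability fluorescence both relative to DMSO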
ERp5 block = inhibitors of ERp5-driven insulin aggregation, primary screen, biochemical, turbidity, absorbance 650 nm, single point; hit rate 0.05% among 350,000; AID 651711, 2012; inhibition, % at 9.99 µM; Protein disulfide-isomerase A6 (Homo sapiens), Q15084; 90 min;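 active = mean replicate inhibition above about 25%, with every replicate also reaching it, limit read from the data, passing the limit was not always enough; inconclusive = only one of those two criteria met; inactive = neither criterion met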
Target sequence (Q15084 whole entry, looked up): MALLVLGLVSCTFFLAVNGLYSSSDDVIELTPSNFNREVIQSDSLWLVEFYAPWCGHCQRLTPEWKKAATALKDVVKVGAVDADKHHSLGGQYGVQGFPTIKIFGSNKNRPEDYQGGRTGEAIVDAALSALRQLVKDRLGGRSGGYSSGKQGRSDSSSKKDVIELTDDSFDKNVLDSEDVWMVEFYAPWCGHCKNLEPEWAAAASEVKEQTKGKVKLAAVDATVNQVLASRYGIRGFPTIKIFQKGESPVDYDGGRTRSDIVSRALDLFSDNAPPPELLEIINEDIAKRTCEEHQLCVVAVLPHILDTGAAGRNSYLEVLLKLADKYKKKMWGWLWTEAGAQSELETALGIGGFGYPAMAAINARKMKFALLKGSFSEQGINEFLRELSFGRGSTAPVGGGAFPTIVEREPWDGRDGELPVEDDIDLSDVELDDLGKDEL
PAX8 inh HTS = inhibitors of PAX8-driven TPO luciferase reporter, primary screen, RMG-I cells, single concentration; inhibition, % at 12.6 µM; SteadyGlo, 24 h; AID 652154, 2013; hit rate 1.2% among 360,000;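 active = mean replicate inhibition at least 60% with every replicate also reaching 60%; inconclusive = only one of the two criteria is met; inactive = mean below 60% and not all replicates reaching 60%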;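 note: luciferase light reporting Pax8 driven TPO promoter activity; plate controls were median of neutral control wells for no effect and mitoxantrone controls for full effect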
DENV2 CPE = inhibitors of DENV2 cytopathic effect, primary screen, cell-based, plate reader, single concentration; DENV2-infected cells, cytopathic effect rescue; CPE inhibition, % at 9.99 µM; hit rate 1.7% among 350,000; AID 651640, 2012; in the data active = CPE inhibition above about 20%, passing the limit was not always enough; inconclusive = no clear call, values can overlap the other calls; tested in BHK-21 cells;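 note: 0% = median of neutral control wells and 100% = median of positive control wells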
INS-1E GSIS act = GLuc luminescence reporter in INS-1E cells, primary screen for activators of glucose-dependent secretion of insulin. INS-1E GLuc reporter insulin secretion, 2-3 h. activation, % at 16.6 µM. hit rate 0.61% among 370,000;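 active = lowest replicate activation of at least 40%, so every replicate reaches that level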;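 note: 0% = median of neutral control wells and 100% = median of IBMX positive control wells; some compounds called inactive have numbers as strong as hits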
ARNT-TACC3 inh = disruptors of ARNT/TACC3 protein interaction, primary screen, biochemical, AlphaScreen, single concentration | inhibition, % at 9.99 µM | AID 623870, 2012 | AlphaScreen His-ARNT PAS-B/GST-TACC3 binding, luminescence; TACC3 fragment carries E629A point mutation | Transforming acidic coiled-coil-containing protein 3 (Homo sapiens), Q9Y6A5 | hit rate 0.66% among 390,000;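 active = mean inhibition of replicates at least 50% and at least half of replicates each reaching 50%; inconclusive = half or more replicates reach 50% but mean below 50%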;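 note: 0% = complete ARNT plus TACC3 wells and 100% = ARNT alone without TACC3; many hits fall short of the cut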
F508del corr = F508del CFTR correction, initial screen, CFBE line, single point; CFBE cells, YFP halide quenching; stimulated with forskolin plus potentiator P3; % fluorescence drop versus neutral controls; activity (quench increase), % at 7.58 µM; hit rate 0.36% among 350,000;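 active = mean added fluorescence quench of at least 8% versus neutral control, with both replicates also reaching 8%; inconclusive = only one of the mean or replicate conditions met; inactive = mean below 8% and not both replicates reaching 8%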;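 note: cells transiently co-express mutant CFTR-F508del with the halide-sensitive YFP; corrector assay measuring rescue of mutant channel to the surface after 24 h compound exposure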
* = called active by the depositor; ? = inconclusive; . = no result given.

SMILES	F508del corr	ERp5 block	EWS-Fli block	Xi reactivation	PAX8 inh HTS	ARNT-TACC3 inh	INS-1E GSIS act	DENV2 CPE
CCn1cc(C(=O)NCCN(C)C)c(=O)c2cc(F)c(N3CCN(C)CC3)cc21	-1.0	-0.5	5.6	0.0	14.6	41.7	4.0	-1.8
c1ccc(-c2ccc3nncn3c2)cc1	4.3	3.3	-9.4	-0.3	2.7	.	9.0	-5.4
COc1ccc(C2=Nc3ccccc3N(C(=O)c3ccc4c(c3)OCO4)C2C(=O)NCc2ccccc2)cc1 (stereo not drawn)	0.5	2.7	-11.5	0.1	17.3	.	-36.1	16.9
COc1ccc(S(=O)(=O)Nc2cccc(C(C)=O)c2)cc1Br	1.2	2.1	-9.0	-0.1	10.0	-5.6	10.5	-5.1
O=C(Nc1ccc(-n2cnnn2)cc1)C1CCCN1C(=O)Nc1ccc(Br)cc1 (stereo not drawn)	-6.0	1.4	7.6	0.5	0.8	3.2	10.4	6.7
CCN(CC)CCn1c2c(c(SCC(=O)Nc3cccc(C(C)=O)c3)nc1=O)CCCC2	1.7	-0.9	-1.3	0.0	-1.1	.	9.6	-8.9
C[C@H](CO)N1C[C@H](C)[C@@H](CN(C)C(=O)Nc2ccc(C(F)(F)F)cc2)Oc2ccc(NC(=O)CCN3CCOCC3)cc2C1=O	2.8	0.6	-8.8	-0.1	.	18.7	-4.3	6.3
CSC1=N/C(=C\c2ccccc2C)C(=O)S1	-1.4	-0.5	-5.8	0.2	-12.9	-4.5	5.4	?
O=C(N=Nc1c(O)[nH]c2ccccc12)c1cccc(S(=O)(=O)Nc2ccccc2Cl)c1	0.5	2.1	4.3	0.0	-5.8	.	1.8	-1.6
CCCCN1C(=N)N([C@@H](C)CN2CCC[C@H]2CN2C(N)=NC[C@@H]2Cc2ccccc2)C[C@H]1Cc1ccccc1	-3.3	-2.5	-4.1	0.0	49.0	1.9	25.9	-3.0
CC(C)C(=O)Nc1ccc(S(=O)(=O)Nc2nccc(/C=C/c3ccccc3)n2)cc1	-2.4	-4.9	5.7	0.0	5.1	29.0	6.8	-7.4
COc1ccc(-c2nc3ccc(N4CCN(C)CC4)cc3c(=O)[nH]2)cc1	-2.6	-0.1	-65.6	0.1	-73.0	-1.1	11.5	-4.3
COc1ccc(NC(=O)Nc2ccc3c(c2)[C@H]2C[C@H](CC(=O)NC4CCCCC4)O[C@H](CO)[C@H]2O3)cc1	1.9	-3.0	3.9	0.0	-7.3	2.1	-7.7	6.5
C[C@H]1CN([C@@H](C)CO)C(=O)c2cc(Br)cnc2O[C@H]1CN(C)Cc1ccncc1	0.0	-2.1	-7.2	-1.0	.	-9.6	25.3	4.8
CCOC(=O)C1CCN(C(=O)c2ccc(OCC(=O)Nc3cccc(C(F)(F)F)c3)cc2)CC1	0.8	-3.3	.	-0.1	8.7	-8.2	-74.8	-2.0
N#Cc1ccccc1Cn1c(=O)n(Cc2ccc(C(=O)NCc3ccco3)cc2)c(=O)c2sccc21	0.8	-4.3	10.9	0.0	-2.7	-6.9	11.3	-6.5
CC(=O)N[C@@H]1CC[C@H](CCNC(=O)Nc2ccc(C(F)(F)F)cc2)O[C@H]1CO	1.1	5.3	-7.2	1.5	3.8	-0.1	-23.3	-7.5
O=C(NOCc1ccccc1)OCc1ccccc1	2.4	4.5	-50.3	0.6	-143.3	-1.7	-11.1	3.8
C=CCn1c(C)nnc1SCC(=O)c1c(N)n(C2CC2)c(=O)[nH]c1=O	-0.4	-2.1	2.2	0.0	0.6	-4.8	-0.2	3.1
COC(=O)CCCC1=CC2=C(c3ccccc3)C(=O)C(C)(OC(=O)C3CCCC3)C(=O)C2=CN1c1ccccc1 (stereo not drawn)	2.7	0.1	-5.2	0.0	-6.4	2.9	-11.6	-3.2
CSCCC(NC(=O)c1ccccc1Br)C(=O)N1CCN(C(C)=O)CC1 (stereo not drawn)	-3.0	4.2	1.0	0.1	2.0	0.4	-15.6	-3.7
O=C(O)CC1C(=O)OCN1C(=O)OCc1ccccc1 (stereo not drawn)	0.2	-10.6	1.2	.	.	-6.7	-2.0	5.9
C[C@@H](OC(=O)c1[nH]cnc1C(=O)NCc1ccc(CNC(=O)OC(C)(C)C)cc1)c1ccccc1	4.2	-4.3	3.8	-0.3	24.1	4.9	.	-3.4
COc1cccc(-c2cn(CC[C@@H]3CC[C@@H](NC(C)=O)[C@@H](CO)O3)nn2)c1	2.0	0.9	-11.5	0.1	-27.7	-5.9	15.9	1.7
Cc1c(NC(=O)C23CC4CC(CC(C4)C2)C3)c(=O)n(-c2ccccc2)n1C	-3.1	1.5	1.2	0.0	13.5	-7.9	-0.9	-0.9
COc1cc(CNc2ncnc3c2ncn3[C@H]2CN(CCN3CCOCC3)C[C@@H](CO)O2)cc(OC)c1OC	-5.0	8.3	-7.6	0.0	3.1	.	4.7	-5.0
Cc1cc(Br)cn2c(Cc3ccsc3)c(C(C)(C)C)nc12	-2.3	6.4	1.0	0.1	20.6	.	2.1	-7.9
C[C@H]1CN([C@@H](C)CO)C(=O)c2cc(C#Cc3ccccc3)cnc2O[C@H]1CN(C)C(=O)CCN1CCCCC1	-0.6	-4.6	-5.7	-1.9	.	4.9	4.3	5.0
COCc1cc(=O)c2ccccc2o1	2.2	-3.7	-7.4	0.0	2.3	-3.6	25.5	7.4
COc1ccc(NC(=O)Nc2cccc3c2O[C@@H](CN(C)Cc2ccc(Oc4ccccc4)cc2)[C@@H](C)CN([C@@H](C)CO)C3=O)cc1	2.1	-2.8	1.5	-1.4	8.8	-1.9	-3.6	?
O=C(OCc1ccc([N+](=O)[O-])cc1)C1CC(=O)N(CCc2ccccc2)C1 (stereo not drawn)	-2.7	6.2	-5.1	-0.1	2.0	-4.9	-0.6	18.2
COc1ccc(C(O)c2nc(-c3cccc(CO)c3)cs2)cc1 (stereo not drawn)	-0.7	1.7	-5.2	-0.1	-15.8	.	-6.6	-3.4
C[C@H]1CN([C@@H](C)CO)S(=O)(=O)c2ccc(C#CC(C)(C)O)cc2O[C@H]1CN(C)Cc1ccncc1	-0.7	0.4	-5.2	-0.1	.	-3.7	16.5	-9.6
COc1ccccc1CCNC(=O)C1CCN(C(=O)/C=C/c2ccccc2)CC1	-1.8	4.0	-50.7	0.3	-49.4	-2.2	4.8	8.8
C[C@H](CO)N1C[C@H](C)[C@H](CN(C)Cc2ccc(Oc3ccccc3)cc2)OCc2cn(nn2)CCCC1=O	1.2	-0.3	-2.5	0.1	.	-2.1	26.6	7.8
CC(=O)C1=C(O)C(=O)N(c2ccccn2)C1c1ccc(C)cc1 (stereo not drawn)	1.3	1.4	-34.8	-0.1	-26.8	-4.2	-58.8	3.2
Cc1ccc(S(=O)(=O)N(C)C[C@H]2Oc3ccc(NS(=O)(=O)c4ccc(Cl)cc4)cc3C(=O)N([C@@H](C)CO)C[C@@H]2C)cc1	0.1	-5.2	-9.7	0.1	.	.	-30.5	-2.9
CCCOc1ccc([C@@H]2C3CN(C(=O)OCC)CC=C3C(C#N)=C(N)C2(C#N)C#N)cc1OC (stereo partly drawn)	2.3	-2.1	8.7	.	.	.	.	-2.9
CC1(C)CC(=O)/C(=C(\O)c2ccccc2)C(=NCCc2ccccc2)C1	-1.4	3.9	-5.4	0.1	43.4	4.1	7.2	10.3
Cc1onc(-c2ccccc2)c1C(=O)NCc1ccccc1F	1.3	4.4	-1.1	0.3	21.2	28.4	-5.9	3.6
Cc1cc2nc(-c3ccc(F)cc3)c(Cc3ccsc3)n2c(C)c1Br	3.4	9.8	3.6	-0.1	13.8	.	23.8	-10.1
Cc1csc(NC(=O)c2sccc2C)n1	2.1	-11.3	-22.5	0.0	-73.8	-2.6	20.3	9.1
CN1C(=O)C(C)(C)c2cc(S(=O)(=O)N3CCCC3C(=O)NCc3ccccc3Cl)ccc21 (stereo not drawn)	-0.8	-11.6	6.8	0.3	2.8	.	4.5	1.2
CCCC#Cc1ccc2c(c1)O[C@H](CN(C)CC1CCOCC1)[C@H](C)CN([C@@H](C)CO)S2(=O)=O	3.1	-3.5	8.3	0.4	4.7	2.0	17.6	-0.5
CCN(CC)S(=O)(=O)c1ccc(NC(=O)CCN2C(=O)C3CC=CCC3C2=O)cc1 (stereo not drawn)	-2.9	3.6	-1.0	0.0	5.9	-16.9	-5.5	2.3
CN(C)S(=O)(=O)c1ccc(Cl)c(NC(=O)C2CCN(S(=O)(=O)c3cccs3)CC2)c1	-0.2	-0.7	-11.7	-1.1	20.4	0.1	.	8.9
Cc1ccc(C)c(Cn2nnc3c(=O)[nH]c(C4CCCN(S(=O)(=O)Cc5ccccc5)C4)nc32)c1 (stereo not drawn)	-0.7	-2.3	3.3	0.0	-21.3	8.4	7.0	2.3
CCN1CCN(S(=O)(=O)c2ccc(F)c(C(=O)Nc3c(F)cc(F)cc3Br)c2)CC1	0.7	-1.9	12.6	-0.1	5.3	-9.9	-14.4	1.8
COC(=O)c1cc(=O)n(CCc2ccc(OC)c(OC)c2)c(=Nc2ccc(F)c(Cl)c2)s1	1.3	9.3	13.5	0.0	17.4	-1.0	-8.0	-4.7
CCSc1nnc(-c2ccccc2N)c(=O)[nH]1	-0.1	1.8	-43.0	.	.	4.0	12.4	-1.6
Cc1c(CCC(=O)O)c(=O)oc2cc(OCc3ccccc3Br)ccc12	0.8	-2.5	23.1	0.1	3.6	-8.3	4.3	-6.9
Cc1cc(C)nc(SCc2ccc(F)cc2)n1	0.3	-1.8	-1.7	0.4	-28.2	.	3.0	8.9
O=C(NS(=O)(=O)c1ccccc1)c1cccc(Br)c1	3.3	5.0	.	0.3	17.2	-6.1	-0.1	3.2
COc1ccccc1NC(=O)N1CCCCN2[C@H](CO)[C@H](c3ccc(-c4cccc(C#N)c4)cc3)[C@@H]2C1	-2.7	-0.8	11.8	0.0	10.7	5.3	-1.9	-11.8
O=C(C[C@H]1C[C@@H]2c3cc(NC(=O)CC4CC4)ccc3O[C@@H]2[C@@H](CO)O1)NCc1ccc2c(c1)OCO2	-1.2	-19.8	-9.1	-0.1	-6.1	-2.7	-18.7	-1.9
CN1CCN(C(=O)C[C@@H]2CC[C@H]3[C@@H](COC[C@H](O)CN3CC3CCCCC3)O2)CC1	4.4	-1.0	-39.6	.	5.2	1.1	.	-12.5
